# From PubChem BioAssay
# N370S GC = N370S glucocerebrosidase modulation, Gaucher chaperone candidate | Potency, µM (series often up to 59.4 µM), for inactives: at the highest dose activity change, negative = inhibition, hits mostly inhibitors | actives 0.092% (n = 330,000) | N370S GC spleen homogenate, 4MU-glucoside fluorescence | AID 2101;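 note: 0% = full enzyme activity and -100% = no enzyme basal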
# FEN1 inhibitor = blocks human flap endonuclease 1; P39748; Recombinant FEN1 flap cleavage, fluorescence, 15 min; Potency, µM (series often up to 114 µM), for the others: top-dose activity change, negative = inhibition, most hits filed as inhibitors; actives 0.35% (n = 390,000); note: nearly all actives have a fitted effect of over 65% in size
# Target sequence (P39748 whole entry, looked up): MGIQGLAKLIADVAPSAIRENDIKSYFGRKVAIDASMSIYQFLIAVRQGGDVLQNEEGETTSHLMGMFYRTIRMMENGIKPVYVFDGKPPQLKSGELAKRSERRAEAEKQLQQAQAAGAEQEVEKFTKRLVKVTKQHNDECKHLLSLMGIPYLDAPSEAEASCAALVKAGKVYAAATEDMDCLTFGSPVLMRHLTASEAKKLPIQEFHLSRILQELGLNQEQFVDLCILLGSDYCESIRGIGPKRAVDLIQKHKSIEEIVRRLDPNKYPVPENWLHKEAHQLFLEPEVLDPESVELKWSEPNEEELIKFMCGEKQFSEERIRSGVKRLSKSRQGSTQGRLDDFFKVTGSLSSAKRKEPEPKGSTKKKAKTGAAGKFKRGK
#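 FEN1 at 10 nM, compound pretreatment for 15 min (room temperature), 50 nM final substrate to initiate; endpoint reads at 0 and 15 min; DMSO-only plates used as vehicle background.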
# TDP1 block = TDP1 (human) enzyme inhibition; Q9NUW8; recombinant TDP1, AlphaScreen DNA substrate cleavage; Potency, µM (top dose mostly 130 µM), for inactives: top-dose activity change, negative = inhibition, actives largely listed as inhibitors; actives 0.28% (n = 350,000); AID 485290; note: nearly all actives have a fitted effect of over 40% in size
# Target sequence (Q9NUW8 whole entry, looked up): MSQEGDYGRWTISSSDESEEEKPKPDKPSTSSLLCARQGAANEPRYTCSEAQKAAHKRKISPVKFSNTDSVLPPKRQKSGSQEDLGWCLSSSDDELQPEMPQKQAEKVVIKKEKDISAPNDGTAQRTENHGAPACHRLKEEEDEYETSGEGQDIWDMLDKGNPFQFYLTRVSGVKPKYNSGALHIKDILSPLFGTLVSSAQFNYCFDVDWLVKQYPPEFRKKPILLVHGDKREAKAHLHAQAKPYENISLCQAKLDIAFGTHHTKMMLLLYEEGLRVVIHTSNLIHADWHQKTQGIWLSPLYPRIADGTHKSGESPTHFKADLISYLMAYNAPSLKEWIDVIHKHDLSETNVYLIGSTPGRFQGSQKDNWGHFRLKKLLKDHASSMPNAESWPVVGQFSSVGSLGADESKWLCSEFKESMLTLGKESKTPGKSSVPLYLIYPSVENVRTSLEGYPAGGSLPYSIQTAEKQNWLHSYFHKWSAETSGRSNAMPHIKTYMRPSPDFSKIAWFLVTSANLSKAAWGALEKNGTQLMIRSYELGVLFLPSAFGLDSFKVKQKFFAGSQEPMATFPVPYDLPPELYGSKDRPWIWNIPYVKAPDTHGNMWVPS
#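 Signal: AlphaScreen proximity between streptavidin donor and anti-FITC acceptor beads on intact substrate. Reaction: Tdp1 1 nM, substrate 15 nM final, 5 min RT after 15 min compound preincubation.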
# The depositor's hits bear a star; ? = inconclusive; / = no result given; & = joins results of further samples; [ ] = another dose, or the depositor's remark. Calls come from the whole dose curve; as a rule, active = well fitted curve in the direction sought with a large enough effect; inconclusive = small, poorly fitted or top-dose-only effect, or another doubt; inactive = no such curve, though single readings can be large; an effect the other way counts as inactive or inconclusive. Unless noted, % is set by controls: 0 for no effect and ±100 for the full control effect; potency is the fitted concentration of half-maximal effect.
FEN1 inhibitor | TDP1 block | Structure | N370S GC
5% | 5% | CCOc1ccccc1NC(=O)c1cc(-c2cc(OC)c(OC)c(OC)c2)nc2ccccc12 | 1%
-19% | 11% | CN(C)/C=N/c1sc2c(c1C#N)CCC2 | -14%
-2% | 7% | COc1ccc(NC(=O)CN(c2ccccc2F)S(=O)(=O)c2ccc(C)cc2)c(OC)c1 | 0%
4% | -2% | CCC(O)(CC)C(=O)N=Nc1c(O)[nH]c2ccccc12 | 8%
3% | 15% | O=C(c1ccc(-n2cncn2)c([N+](=O)[O-])c1)N1CCN(S(=O)(=O)c2cccc(F)c2)CC1 | -16%
0% | -5% | COC(CN1C(=O)C(O)=C(C(C)=O)C1c1ccccn1)OC (configuration not stated) | -2%
10% | / | Cc1ccc(C(=O)N2CCC(C(=O)c3c(C)cc(C)cc3C)CC2)cc1 | 0%
/ | ? | Cc1ncc(CO)c(/C=N/NC(=O)c2cc(O)c(O)c(O)c2)c1O | -13%
-10% | 6% | C(=N\N1CCN(C2c3ccccc3-c3ccccc32)CC1)/c1ccccn1 | 6%
0% | 3% | CC1CN(C(=S)NC(=O)C2CCCCC2)CC(C)O1 (configuration not stated) | 17%
4% | 3% | O=S(=O)(Nc1ncccn1)c1ccc(NC(=S)N2CCN(Cc3ccc(F)cc3Cl)CC2)cc1 | -13%
-1% | 1% | N#CC1(c2ccccc2)CCC(=NNS(=O)(=O)c2ccccc2)CC1 (configuration not stated) | /
-2% | 1% | Cc1ccc(C(=O)N2NC(c3ccc(F)cc3)C3C(=O)N(c4ccc(C)cc4)C(=O)C32)cc1 (configuration not stated) | 14%
-1% | / | CC(=O)Nc1nnc(SCc2cccc(F)c2)s1 | -4%
-14% | 8% | Cc1ccc(C(NC(=O)C2CCCCC2)c2c(O)ccc3ccccc23)cc1 (configuration not stated) | ?
2% | -1% | CC(C)(C)C(=O)Nc1ccccc1C(=O)Nc1cc(Cl)ccc1Cl | 17%
9%&-4% | 2%&5% | CCCCN(C)C(=O)c1cn(C)c2ccc(S(=O)(=O)N3CCC(C)CC3)cc2c1=O | -6%
11% | -1% | COC(=O)CN1C(=O)CC(C)(C)Sc2ccccc21 | -6%
-4% | 3% | COCCN1Cc2cccc(C(=O)NC3CCCCCC3)c2C1=O | 13%
/ | 6%[21 µM] | CC(=O)OC[C@@H]1O[C@H](C/C=N\OCC[C@H]2C=C[C@H](OC(C)=O)[C@@H](COC(C)=O)O2)C=C[C@@H]1OC(C)=O | 4%[12.8 µM]
-1% | 5% | CCOC(=O)C1(Cc2ccccc2C(F)(F)F)CCN(C(=O)c2cc(C(C)=O)n[nH]2)CC1 | -22%
-8% | 2% | COc1ccccc1-c1nnc(C2CCN(S(=O)(=O)c3ccccc3[N+](=O)[O-])CC2)o1 | -28%
2% | 2% | COC(=O)c1nn(-c2ccc(F)cc2)ccc1=O | 11%
-6% | 4% | CC#CCN(CC#CC)S(=O)(=O)c1ccc(S(=O)(=O)N2CCOCC2)cc1 | -17%
10% | 0% | Cc1ccc(/C=N/NC(=O)c2ccccn2)s1 | 1%
-17% | -5% | CCOc1ccccc1NC(=S)N1CCN(c2nc(-c3cccc(OC)c3)cs2)CC1 | -22%
22% | 7% | COc1ccc(/C=C2/Sc3ccc(C(=O)NCCN4CCCCCC4)cc3NC2=O)cc1 | ?
8% | 6% | Cc1nc(-c2ccc(F)cc2)c(CC(=O)N2CCN(S(=O)(=O)c3ccccc3Br)CC2)s1 | 2%
12% | 2% | CCCn1c(SCC(=O)N2CCOCC2)nnc1-c1ccncc1 | -1%
14% | 7% | S=c1c2c(nc3nc[nH]n13)CCC2 | 11%
-9% | 7% | COC(=O)/C=C1\SC(=Nc2ccc(Cl)c(Cl)c2)NC1=O | 5%
-22% | 3% | O=C(COc1ccc(Cl)cc1[N+](=O)[O-])NC1CCCCC1 | ?
/ | 1% | COC(=O)N[C@@H](CCc1ccccc1)[C@]1(C(C)=O)CCCC1=O | 6%
4% | 6% | OCc1ccc2c(c1)c(-c1ccc3c(c1)OCCO3)c(-c1ccccc1)n2-c1ccccc1 | /
/ | 7% | COc1ccc(C2=Nn3c(nnc3-c3cccc(OC)c3OC)SC2)cc1 | -6%
-18% | 2% | O=C(/C=C/c1ccc([N+](=O)[O-])s1)N1CCCCC1 | -14%
-4% | / | Cc1c(OC(C)C(=O)O)ccc2c3c(c(=O)oc12)CCCC3 (configuration not stated) | 12%
-7% | 2% | CCN(C#N)c1nc(N(C)C)nc(N(C)C)n1 | 21%
-3% | -5% | CCc1ccc2oc(C(=O)Nc3nc(-c4ccccc4)ns3)c(C)c2c1 | /
-3% | 6% | CN1CCCCCC1=NC1=C(C#N)CCCC1 | -18%
0% | 4% | CC(C)CC(=O)NC(=S)Nc1ccc(CN2CCOCC2)cc1 | 2%
0% | / | O=C(NC(Cc1c[nH]c2ccccc12)C(=O)O)/C(=C\c1ccc2c(c1)OCO2)NC(=O)c1ccccc1 (configuration not stated) | -7%
-8% | 7% | COc1ccc(S(=O)(=O)n2ccnc2)cc1C(C)(C)C | /
9% | 0% | CNC(=O)C1CCN(C(=O)c2ccc(-c3ccccc3)cc2)CC1 | -6%
-13% | 2% | Cc1ccc(C(=O)c2cn(CC(=O)Nc3ccc4c(c3)OCCO4)c3nc(C)ccc3c2=O)cc1 | /
-5% | 0% | O=C(c1cc2nc(-c3ccco3)cc(C(F)(F)F)n2n1)N1CCCCCC1 | 12%
-4% | / | O=C(Nc1ccc(C(=O)O)cc1)/C(=C\c1ccc2c(c1)OCO2)NC(=O)c1ccco1 | -14%
-2% | 5% | CCN(C(=O)C1CCN(S(=O)(=O)c2cccc3nonc23)CC1)c1ccccc1 | 1%
-1% | 3% | COCCCNC(=S)N(CCCN(C)C)Cc1cc2cc3c(cc2[nH]c1=O)OCCO3 | ?
-4% | 0% | O=C(CN(Cc1ccccc1C(F)(F)F)C(=O)CNC(=O)c1ccco1)NC1CCCC1 | 8%

# Filtered by structure: those above with a cyano group
FEN1 inhibitor | TDP1 block | Structure | N370S GC
-19% | 11% | CN(C)/C=N/c1sc2c(c1C#N)CCC2 | -14%
-1% | 1% | N#CC1(c2ccccc2)CCC(=NNS(=O)(=O)c2ccccc2)CC1 (configuration not stated) | /
-7% | 2% | CCN(C#N)c1nc(N(C)C)nc(N(C)C)n1 | 21%
-3% | 6% | CN1CCCCCC1=NC1=C(C#N)CCCC1 | -18%

# (continued)
FEN1 inhibitor | TDP1 block | Structure | N370S GC
-13% | -4% | CCCCN1CCc2c([nH]c3ccc(C)cc23)C1=O | 5%[2.35 µM]
11% | / | Cc1cc2oc(=O)c(CC(=O)O)c(C)c2c2occ(C(C)(C)C)c12 | -4%
-18% | 3% | O=C(Nc1ccccc1C(F)(F)F)N1CC=C(c2c[nH]c3ccccc23)CC1 | /
-14% | 2% | O=C(NCc1ccccc1Cl)c1c2c(nc3ccccc13)C(=O)N(C1CCCCC1)C2 | /
13% | 5% | Cc1cccc(Cn2nc(C)n3c(cc4cc(C)ccc43)c2=O)c1 | /
17% | 5%[56.1 µM] | Cc1ccc(C(C)NC(=O)c2ccncc2)cc1C (configuration not stated) | -5%
13% | -1% | C[C@H](NC(=O)N1CCn2c1nc1ccccc12)C(=O)NCc1ccc(F)cc1 | -5%
-4% | 0% | Cc1ccccc1NC(=O)Cc1nc(COC(=O)c2cccnc2Cl)cs1 | /
-1% | 6% | Cc1cc(C)cc(OCC(=O)NNC(=S)NC(=O)C2CC2)c1 | 2%
10% | 0% | CN1CCN(CCC(=O)Nc2ccccc2)CC1 | -4%
7% | 6% | COc1cccc(N2C(=O)CC(N3CCN(S(=O)(=O)c4ccccc4)CC3)C2=O)c1 (configuration not stated) | 3%
-7% | 1% | COc1ccc(C(=O)N2CCCC(C(N)=O)C2)cc1S(=O)(=O)N1CCOCC1 (configuration not stated) | /
0% | 0% | O=C(NCCCN1CCN(c2ccccc2F)CC1)c1nnc(Cc2ccc(Cl)cc2Cl)o1 | /
2% | -5% | Clc1ccc(Cn2ccc(C3CC3)n2)cc1 | 5%
16% | 2% | COc1ccc(OC)c(NC(=O)Nc2c(C)n(C)n(-c3ccccc3)c2=O)c1 | /
0% | 3% | CC(=O)Nc1ccc2nc(NC(=O)COc3ccccc3Cl)sc2c1 | 3%
0% | 3% | C=CCNC(=O)C1CCC(C(=O)NCC=C)CC1 (configuration not stated) | -3%
-12% | 1% | N#Cc1ccc(CN2CCN(CC(=O)Nc3ccccc3C(=O)NC3CC3)CC2)cc1 | /
0% | 4% | COC(=O)c1ccc(C(=O)NN)cc1 | 3%
-1% | -3% | CCN(CC)S(=O)(=O)c1ccc(/C=C/C(=O)OCC(=O)N(C)C)cc1 | -16%
-8% | 8% | Cc1ccc(C(=O)NCCn2c(N)c(C#N)c3nc4ccccc4nc32)cc1 | /
-2% | / | Cc1ccc(C(=O)CC(=O)c2ccccc2C)c(O)c1 | 5%
-5% | 3% | COc1cc(C#N)ccc1OCC(=O)c1ccc2c(c1)OCCO2 | -2%
-4% | -9% | COc1ccc(C2Nc3ccc(NC(=O)CO)cc3C(=O)N2Cc2cccc(Cl)c2)cc1COc1ccc(NC(C)=O)cc1 (configuration not stated) | /
-12% | / | O=C(CN1CCc2ccccc2C1)Nc1ccccc1C(F)(F)F | 0%
12% | 1% | Cc1ccc(S(=O)(=O)Nc2cccc(S(=O)(=O)Nc3ccccc3C(=O)O)c2)c(C)c1 | /
8% | -1% | O=C1/C(=C\c2ccc(O)c(O)c2)N=C2CCCCCN12 | -14%
22% | -3% | COc1ccc(-c2nc3sc(CCNC(=O)c4cccc(C(F)(F)F)c4)c(C)n3n2)cc1 | /
14% | 0% | COc1ccc(S(=O)(=O)N(Cc2nc(-c3cccc(C)c3)no2)C2CCCCC2)cc1 | /
20% | 3% | CC(C)c1ccc(NC2CCCN(C(=O)CN3CCCC3=O)C2)cc1 (configuration not stated) | 5%
/ | 3% | O=C(COC(=O)c1ccccc1NS(=O)(=O)c1cc([N+](=O)[O-])ccc1Cl)c1ccccc1 | -9%
-2% | -3% | Cc1ccc(C)c(NC(=S)N2CCC(NC(=O)c3cccc(F)c3)CC2)c1 | 2%
4% | 3% | Cc1ccc(N2CCN(/N=C/c3c(C)nn(-c4ccccc4)c3Cl)CC2)cc1 | -3%
-3% | 3% | CCn1c(COc2ccccc2Cl)nnc1SCC(=O)Nc1ncccc1C | -19%
5% | 0%[56.1 µM] | CC(Sc1nnc(C2CC2)n1C1CC1)C(=O)Nc1ccccc1C#N (configuration not stated) | /
-16% | / | Cc1c(C=O)c2ccccc2n1CCOc1ccccc1F | 5%
-2% | 6% | O=C(NCCc1nnc2ccc(SCC(=O)N3CCOCC3)nn12)c1ccccc1 | 1%
18% | 6% | CCOc1ccccc1CNC(=O)CCn1cccn1 | /
6% | 1% | CC(C)NC(=O)c1ccccc1NC(=O)CCS(=O)(=O)Cc1ccccc1 | 4%
-5% | 1% | CC(C)(C)c1cc(C(=O)Nc2ccc(F)cc2)n(Cc2ccc(F)cc2)n1 | ?

# The last 2 records of the section before are carried over, then new ones follow:
FEN1 inhibitor | TDP1 block | Structure | N370S GC
6% | 1% | CC(C)NC(=O)c1ccccc1NC(=O)CCS(=O)(=O)Cc1ccccc1 | 4%
-5% | 1% | CC(C)(C)c1cc(C(=O)Nc2ccc(F)cc2)n(Cc2ccc(F)cc2)n1 | ?
4% | 0% | COc1cc(-c2noc(-c3ccc(NCCc4ccccc4)c([N+](=O)[O-])c3)n2)cc(OC)c1OC | /
-5% | -6% | CCOc1ncccc1C(=O)OCC(=O)c1cc(OC)ccc1OC | 3%
6% | -2%[12.3 µM] | Cn1c(=NC(=O)c2ccc(S(=O)(=O)N3CCCc4ccccc43)cc2)sc2cc(F)ccc21 | /
1% | -1% | Cc1cccc(C)c1NC(=O)CN1CCCC1 | /
8% | 0% | CCOc1ccc(NC(=S)NCCCN2CCN(C3CCCCC3)CC2)cc1 | -6%
-3% | 3% | Cc1ccc(Cl)cc1NC(=O)C1CCN(S(=O)(=O)c2cccc3nonc23)CC1 | /
-12% | 5% | O=C1Cc2ccccc2Sc2ccc(O)cc21 | 15%
2% | / | Cc1cccc(CC(C)NC(=O)c2oc3c(F)cccc3c2C)n1 (configuration not stated) | -15%
13% | 7% | COc1ccc(OC)c(CNc2ncnc3c2nc2n3CCCC2)c1 | /
-2% | 2% | Cc1ccccc1-c1cc(C(=O)NCc2ccc3c(c2)OCO3)n(CC2CC(c3cccnc3)=NO2)n1 (configuration not stated) | /
4% | / | COc1ccc(S(=O)(=O)N(C)CC(=O)N2CCCCCC2)cc1 | 1%
-19% | -3% | CCCCCCCNC(=O)C1(CC2CC(c3cccc(Br)c3)=NO2)CCN(C(=O)Cc2ccc(F)cc2)CC1 (configuration not stated) | -10%
-7% | -5% | CCOc1ccc2nc(N3CCCC(C(=O)NCCc4ccc(C)cc4)C3)sc2c1 (configuration not stated) | /
-3% | 6% | CC(C)(C)c1ccc(C(=O)N2CCC3(CC2)NCCc2[nH]cnc23)cc1 | -3%
-9% | 4% | Cc1nn(-c2ccccc2)c(Cl)c1/C=N/Nc1nncc(=O)[nH]1 | 0%
